WT yeast gro inh: growth inhibition of WT yeast, mitochondrial fusion screen | inhibition, % at 10 µM | mitochondrial fusion phenotypic screen, WT strain | AID 1362 | 190,000 compounds, 2.1% hits; in the data active means inhibition above about 58%; tested in S. cerevisiae
Autophagy mod: alters autophagy in cells. MEF GFP-LC3 puncta imaging; test concentration mostly 10 µM. calls only at 10 µM (by protocol). 190,000 compounds, 0.98% hits. AID 463193;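 active means percentage of spot-positive cells more than 3 SD above its plate mean, without a fluorescence outlier flag or 80% toxicity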;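 further: spot-positive cell cutoff set from DMSO-treated cells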
GPR35 arrestin U2OS: inhibition of zaprinast-stimulated GPR35 beta-arrestin translocation – imaging, U2OS, beta-arrestin-GFP, zaprinast agonist, primary screen (AID 2058); inhibition, % at 10 µM, or IC50 in µM where a hit was titrated; 290,000 compounds, 0.052% hits; U2OS GPR35 beta-arrestin-GFP translocation imaging, zaprinast antagonism; higher % means a stronger effect;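 active means inhibition of at least 50% with at least 30 cells and total cytoplasm GFP at most 10,000,000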
NTR1 agonist: NTR1-driven beta-arrestin-GFP spot formation – imaging, U2OS cells, high content, primary screen (AID 493036) | P30989 | agonist mode | activation, % at 20 µM | 330,000 compounds, 0.17% hits;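 active means activation at or above 40% of the spot to cytoplasm intensity ratio, with at least 20 cells analyzed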;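 further: 0% = DMSO without peptide and 100% = 100 nM NTR1 peptide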
Target sequence (P30989 whole entry, looked up): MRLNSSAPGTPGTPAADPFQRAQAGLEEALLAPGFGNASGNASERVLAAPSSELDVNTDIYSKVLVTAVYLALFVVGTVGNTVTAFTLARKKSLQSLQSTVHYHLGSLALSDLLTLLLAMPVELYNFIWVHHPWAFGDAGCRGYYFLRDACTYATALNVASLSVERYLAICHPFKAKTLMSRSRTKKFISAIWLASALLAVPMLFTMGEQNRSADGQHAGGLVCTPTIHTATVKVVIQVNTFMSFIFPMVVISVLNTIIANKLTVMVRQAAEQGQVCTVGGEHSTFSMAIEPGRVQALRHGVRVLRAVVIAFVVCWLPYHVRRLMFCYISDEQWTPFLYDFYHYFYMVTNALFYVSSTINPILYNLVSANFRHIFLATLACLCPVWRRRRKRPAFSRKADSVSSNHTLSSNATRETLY
AID2073: inhibitors of Mint1-CaV2.2 protein interaction, biochemical, HTRF (AID 2073); 290,000 compounds, 0.19% hits; HTRF protein-protein interaction, Mint1-CaV2.2; higher % means a stronger effect; inhibition, % at 20 µM; hits with a dose series show IC50 in µM; in the data active means inhibition mostly above about 51%, no sharp cut-off; further: some results filed as inactive read as strong as hits
UTI89 phage lysis: inhibition of K1F phage lysis, E. coli UTI89, bacterial capsule biogenesis inhibitors, alamar blue (AID 488966) | E. coli UTI89 K1F phage lysis, alamar blue, 2 h; higher % means a stronger effect | inhibition, % at 100 µM; hits with a dose series show IC50 in µM | 340,000 compounds, 0.02% hits;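 active means phage lysis inhibition, versus mean bacterial control, above a set limit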;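 further: capsule biogenesis inhibitors block K1F phage lysis so surviving cells raise fluorescence; higher fluorescence means more inhibition of phage lysis; actives were called in the ten point dose series up to 300 µM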
LYP inhibition: inhibitors of LYP phosphatase, biochemical, fluorescence intensity, uHTS (AID 1779); recombinant LYP phosphatase, fluorescence intensity; higher % means a stronger effect; one-dose inhibition, % at 11.5 µM; IC50 in µM for titrated hits; 290,000 compounds, 0.054% hits; in the data active means inhibition above about 50%;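 further: plate controls were vehicle with enzyme for no effect and no enzyme for full effect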
RSV antiviral HEp-2: inhibition of RSV-induced cytopathic effect – HEp-2 cells, primary 10 µM value included (AID 2391). one-dose CPE inhibition, % at 10 µM; IC50 in µM for titrated hits. 310,000 compounds, 0.13% hits. HEp-2 cells, RSV-induced CPE inhibition; higher % means a stronger effect; in the data active means a potency from the dose series; further: strong numbers were not always called active
Dengue-2 NS5 capping: Dengue-2 NS5 methyltransferase inhibitors, primary screen, biochemical, confirmation dose response (AID 588689); inhibition, % at 25 µM; hits with a dose series show IC50 in µM; Dengue-2 NS5 methyltransferase capping enzyme assay, biochemical; higher % means a stronger effect; 340,000 compounds, 0.3% hits; in the data active means a potency from the dose series
WT yeast gro inh mutant strain: further read-out of WT yeast gro inh, marked with its call; inhibition, %; mitochondrial fusion phenotypic screen, mutant strain inhibition
Autophagy mod cell loss 18 h: further read-out of Autophagy mod, marked with its call; toxicity, %; measured here: cell loss, nuclei count;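 cell loss after 18 h compound exposure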
NTR1 agonist cell count 20 µM: recorded beside NTR1 agonist, whose call it bears; cell count; measured here: cell count, cytotoxicity flag
Dengue-2 NS5 capping pilot replicate: second read-out of Dengue-2 NS5 capping, no call of its own (marks repeat the call); inhibition, %; measured here: pilot screen replicate inhibition
Active calls of the source: *; i = inactive; · = no result given; [ ] = another dose, or the depositor's remark.

SMILES | WT yeast gro inh | WT yeast gro inh mutant strain | Autophagy mod | Autophagy mod cell loss 18 h | GPR35 arrestin U2OS | NTR1 agonist | NTR1 agonist cell count 20 µM | AID2073 | UTI89 phage lysis | LYP inhibition | RSV antiviral HEp-2 | Dengue-2 NS5 capping | others
CCn1nc(C)c(Br)c1Nc1ccc(Br)cc1 | 48 | 20 | i | 10 | -5% | 0.2 | 38 | 20% | -0.1% | -6% | 17% | -6%
CCNCCNC(=O)c1c(O)c2c([nH]c1=O)CCCC2 | -15 | 18 | i | 2 | 15% | -1.2 | 54 | 10% | 0.2% | -12% | -1.9% | 1%
CCOC(=O)c1ccc(NC(=S)NN2CCOCC2)cc1 | 2 | -4 | i | -15 | 0% | 3.0 | 65 | -8% | 0.4% | -3% | -0.5% | -8%
COc1ccc(NC(=O)C2CC(=O)NC(Nc3cccc(C)c3)=N2)cc1 (centres undefined) | -1 | 13 | i | 2 | -6% | -0.2 | 74 | -4% | 0.3% | 2% | 1.1% | -10%
CC1(OC(=O)CCc2ccccc2)C(=O)C=C2C=C(c3ccc(C#N)cc3)N(C3CCCC3)C=C2C1=O (centres undefined) | · | · | · | · | 4% | 1.5 | 40 | 9% | 0.0% | -9% | -0.8% | 37%
CCCCNc1c(C(=O)OCC)c(C)nc2c1cnn2CC | · | · | · | · | · | 5.6 | 54 | · | -1.6% | · | -0.4% | 0%
C=CCn1c(CNC(=O)c2cccs2)nnc1SCC(=O)c1ccc(Br)cc1 | -29 | -30 | i | -1 | -6% | 28 | 101 | -10% | 0.6% | -5% | 3.1% | -9% | Dengue-2 NS5 capping pilot replicate=1.7
O=C(NCc1ccccc1)c1cccc(NS(=O)(=O)c2cccc3cccnc23)c1 | -10 | -8 | i | -8 | -2% | 0.1 | 64 | 0% | 2.0% | -3% | 3.0% | 0%
COCCCC1CCN(Cc2nc(-c3ccccc3)no2)CC1 | 1 | 6 | i | 4 | 1% | 1.1 | 98 | -10% | 0.1% | -1% | 6.9% | 9%
Cc1ccc(S(=O)(=O)N(CC(=O)O)Cc2ccccc2)cc1 | 2 | 3 | i | -8 | 6% | 1.0 | 56 | 12% | 1.0% | -5% | -0.2% | -4%
CCSc1nc2c(c(=O)n1Cc1ccccc1)SC(C)C2 (centres undefined) | 5 | -1 | i | -2 | -12% | 1.9 | 60 | 3% | 2.0%[50 µM] | 4% | 2.8% | 1%
NS(=O)(=O)c1ccc(NC(=O)C2CCCN(S(=O)(=O)c3ccc(F)cc3)C2)cc1 (centres undefined) | -7 | -15 | i | 7 | -2% | -0.3 | 45 | -1% | 6.2% | -2% | -1.5% | -2%
NS(=O)(=O)c1ccc(CCNC(=O)COC(=O)C2CCC2)cc1 | · | · | · | · | 2% | 0.3 | 52 | 7% | 2.1% | -4% | 0.2% | -7%
COc1cc(/C=C/C(=O)OC2CC3CCC2(C)C3(C)C)ccc1O (centres undefined) | · | · | · | · | 6% | 24 | 88 | 6% | 0.6% | -1% | · | -8%
O=C(CSc1ncccn1)Nn1cnnc1 | -33 | -4 | i | -5 | 0% | 2.0 | 40 | 8% | 2.5% | 5% | 1.4% | 3%
COc1ccc2[nH]c(=O)c(CNc3ccccc3OC)cc2c1 | · | · | · | · | 10% | 3.7 | 72 | 6% | 0.1% | -8% | 6.0% | -45%
CSc1nc2n(n1)C(c1cccc(F)c1)C(C(=O)Nc1ccc(C)cc1C)=C(C)N2 (centres undefined) | 40 | 4 | i | 1 | 4% | -0.6 | 87 | 6% | 0.4% | -5% | 1.2% | 3%
Cc1cccc2sc(NC(=O)C3c4ccccc4Oc4ccccc43)nc12 | 1 | -2 | i | 0 | 24% | 1.4 | 48 | 8% | 2.5% | 9% | 38% | 0%
CCc1ccccc1SCc1noc(C(=O)NCC2CCCO2)c1C(=O)O (centres undefined) | 4 | 8 | i | -1 | 14% | 0.8 | 56 | 4% | -1.8% | -3% | 1.9% | -12%
O=[N+]([O-])c1cc(Br)c(O)c(/C=N/Nc2nc3ccccc3s2)c1 | 42 | 17 | i | 0 | 2% | · | · | 7% | 4.2% | 8% | · | ·
CCc1ccc(NC(=O)[C@H](C)NC(=O)C2CCN(C(=O)[C@@H](N)C(C)C)CC2)cc1 | · | · | · | · | 12% | 0.6 | 77 | 0% | 0.2% | -7% | 0.7% | 1%
Cc1cccc(N=N/C(=C\O)C(=O)c2cccs2)c1 | 31 | -18 | i | 8 | -13% | 3.5 | 41 | 4% | -1.0% | 9% | 5.0% | -5%
CCOC(=O)Cn1c(=O)n(Cc2ccco2)c(=O)c2ccc(C(=O)NCCc3ccccc3)cc21 | 4 | 14 | i | -9 | 29% | -1.1 | 91 | 4% | 0.1% | 0% | 3.7% | -17%
CCC1CCCCN1C(=S)Nc1ccc(C(C)=O)cc1 (centres undefined) | -7 | -2 | i | -5 | -11% | -0.4 | 51 | -15% | 2.9% | 0% | 2.6% | -4%
CCOCc1c(C(=O)N2CCN(Cc3ccc(Br)s3)CC2)oc2ccccc12 | · | · | · | · | · | 4.8 | 41 | · | -0.2% | · | 6.7% | -4%

By substructure, those above containing a furan ring, fused or not
SMILES | WT yeast gro inh | WT yeast gro inh mutant strain | Autophagy mod | Autophagy mod cell loss 18 h | GPR35 arrestin U2OS | NTR1 agonist | NTR1 agonist cell count 20 µM | AID2073 | UTI89 phage lysis | LYP inhibition | RSV antiviral HEp-2 | Dengue-2 NS5 capping | others
CCOC(=O)Cn1c(=O)n(Cc2ccco2)c(=O)c2ccc(C(=O)NCCc3ccccc3)cc21 | 4 | 14 | i | -9 | 29% | -1.1 | 91 | 4% | 0.1% | 0% | 3.7% | -17%
CCOCc1c(C(=O)N2CCN(Cc3ccc(Br)s3)CC2)oc2ccccc12 | · | · | · | · | · | 4.8 | 41 | · | -0.2% | · | 6.7% | -4%

(cont.)
SMILES | WT yeast gro inh | WT yeast gro inh mutant strain | Autophagy mod | Autophagy mod cell loss 18 h | GPR35 arrestin U2OS | NTR1 agonist | NTR1 agonist cell count 20 µM | AID2073 | UTI89 phage lysis | LYP inhibition | RSV antiviral HEp-2 | Dengue-2 NS5 capping | others
CCCCCO | · | · | · | · | · | -0.1 | 67 | · | -1.1% | · | 1.5% | -7%
COCCN(Cc1ccccc1)C(=O)Cc1ccc(OC)c(S(=O)(=O)N2CCOCC2)c1 | · | · | · | · | · | 0.3 | 67 | · | 2.2%[50 µM] | · | -0.1% | 3%
CC(C)C(=O)NN(C(=O)C(C)C)c1nc2ccccc2s1 | · | · | · | · | -1% | -0.3 | 39 | -4% | -0.5% | -7% | -0.4% | 0%
CCCCn1c(N)c(N(CC(C)C)C(=O)COC(=O)c2ccccc2NCCO)c(=O)[nH]c1=O | · | · | · | · | · | 0.3 | 71 | · | 0.7%[50 µM] | · | -1.4% | 1%
COc1ccc2cc(-c3cc(C(=O)O)c4ccccc4n3)ccc2c1 | 2 | 4 | i | 2 | 2% | -1.7 | 45 | 30% | -3.9% | -2% | 41µM* | 3%
COc1ccc(OC)c(CN2CCN(c3ccccc3OC)CC2)c1 | 17 | 14 | i | -31 | 4% | -2.7 | 49 | 4% | -0.4% | -2% | 1.0% | 6%
O=C(c1ccccc1)N1N=C(C(F)(F)F)CC1(O)c1ccccc1O (centres undefined) | · | · | · | · | 6% | 0.7 | 55 | 14% | -0.1% | 2% | 5.7% | ·
C/C(=C\c1ccccc1)CN(C)CCN(C)C | -12 | -8 | i | 11 | 8% | · | · | 47% | · | -6% | · | ·
COC(=O)Nc1ccc(S(=O)(=O)N(C)C)cc1 | 13 | 4 | i | 11 | -7% | 1.4 | 74 | 7% | 7.4% | 2% | 0.1% | -8%
COc1ccc(N(C(=O)c2ccco2)C(C(=O)NC2CCCCC2)c2ccccc2)cc1 (centres undefined) | -5 | 5 | i | -2 | · | -0.7 | 67 | · | -0.1% | · | -0.1% | ·
O=[N+]([O-])c1ccc(SCCO)nc1SCCO | · | · | · | · | -15% | 1.1 | 52 | 8% | 1.0% | -5% | · | -2%
CCC(=O)Nc1ccc(NC(=O)c2ccc3c(c2)OCO3)cc1 | -7 | -8 | i | 38 | 8% | -0.2 | 47 | 9% | 0.6% | 3% | 1.0% | 2%
N/C(=N\OC(=O)CC1CCCCC1)c1ccncc1 | 5 | -9 | i | -12 | 9% | 1.9 | 92 | 2% | 0.3% | -2% | 2.1% | -4%
CN(Cc1ccccc1)c1ccc(C(CC(N)=O)NC(=O)Cc2cccc3ccccc23)cc1[N+](=O)[O-] (centres undefined) | · | · | · | · | -1% | 3.0 | 96 | -1% | -2.5% | -2% | 0.6% | -1%
CCS(=O)(=O)N1CCCC(C(=O)NCc2ccc(C)cc2)C1 (centres undefined) | 3 | 23 | i | 5 | 23% | 0.5 | 43 | 9% | -0.1% | -6% | 2.0% | -6%
O=c1c(-c2ccc(Cl)cc2)coc2c(CN3CCCCC3)c(O)ccc12 | · | · | · | · | -8% | 0.8 | 48 | 42% | 0.1% | -5% | 1.6% | 3%
COc1ccc(-n2ncc3c(NCCN4CCOCC4)ncnc32)cc1 | 1 | 4 | i | -14 | 0% | 3.2 | 98 | 37% | 0.4% | -4% | 3.0% | 3%
CCOC(=O)c1c(S(=O)(=O)NCCc2ccccc2)c(C)n(C)c1C | · | · | · | · | -3% | 1.1 | 59 | 8% | 0.7% | -2% | 2.6% | 3%
CCCCCCCCn1cc(C(C)=O)c(=O)[nH]c1=O | -7 | -23 | i | -29 | 6% | -1.7 | 98 | -1% | 0.2% | 0% | 2.6% | 5%

6 compounds picked at random from the list so far:
SMILES | WT yeast gro inh | WT yeast gro inh mutant strain | Autophagy mod | Autophagy mod cell loss 18 h | GPR35 arrestin U2OS | NTR1 agonist | NTR1 agonist cell count 20 µM | AID2073 | UTI89 phage lysis | LYP inhibition | RSV antiviral HEp-2 | Dengue-2 NS5 capping | others
CCCCCCCCn1cc(C(C)=O)c(=O)[nH]c1=O | -7 | -23 | i | -29 | 6% | -1.7 | 98 | -1% | 0.2% | 0% | 2.6% | 5%
CN(Cc1ccccc1)c1ccc(C(CC(N)=O)NC(=O)Cc2cccc3ccccc23)cc1[N+](=O)[O-] (centres undefined) | · | · | · | · | -1% | 3.0 | 96 | -1% | -2.5% | -2% | 0.6% | -1%
CC(C)C(=O)NN(C(=O)C(C)C)c1nc2ccccc2s1 | · | · | · | · | -1% | -0.3 | 39 | -4% | -0.5% | -7% | -0.4% | 0%
CCS(=O)(=O)N1CCCC(C(=O)NCc2ccc(C)cc2)C1 (centres undefined) | 3 | 23 | i | 5 | 23% | 0.5 | 43 | 9% | -0.1% | -6% | 2.0% | -6%
O=c1c(-c2ccc(Cl)cc2)coc2c(CN3CCCCC3)c(O)ccc12 | · | · | · | · | -8% | 0.8 | 48 | 42% | 0.1% | -5% | 1.6% | 3%
CCCCn1c(N)c(N(CC(C)C)C(=O)COC(=O)c2ccccc2NCCO)c(=O)[nH]c1=O | · | · | · | · | · | 0.3 | 71 | · | 0.7%[50 µM] | · | -1.4% | 1%

From PubChem BioAssay
